TROY signal inh – inhibitors of TROY-driven NF-kB signaling, primary screen, Q293 LMP1-TROYcd cells, NF-kB luciferase, uHTS; inhibition, % at 10 µM; AID 1347056, 2019; 360,000 compounds, 0.98% hits; Q293 LMP1-TROYcd NF-kB luciferase reporter, 4 h;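 active = compounds whose plate-normalised and pattern-corrected inhibition of the luciferase reporter signal at the single screening dose is 50% or more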
TWEAK Fn14 block – inhibitors of TWEAK-Fn14 signaling, primary screen, luciferase reporter cells, uHTS. TWEAK-stimulated Fn14 reporter cells, luciferase luminescence, 8 h. 360,000 compounds, 2% hits. inhibition, % at 10 µM; in the data active = inhibition above about 50%
NOD2-RIPK2 inh – NOD2-RIPK2 binding disruptors in cells, primary screen, fluorescence, CHO cells, BLA complementation; AID 624267, 2012; 360,000 compounds, 0.38% hits; inhibition, % at 4.98 µM; Receptor-interacting serine/threonine-protein kinase 2 (Homo sapiens), O43353; CCF4 ratio; in the data active = inhibition above about 21%;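 note: 0% = vehicle only and 100% = reference blocker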
NR2F2 inh – NR2F2 transcriptional activity inhibitors, primary screen, cell-based, luciferase reporter, HEK293T, luminescence; 370,000 compounds, 0.7% hits; HEK293T NGFI-A luciferase reporter; inhibition, % at 8.6 µM;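 active = inhibition above a per-plate cutoff, mean inhibition of test wells between control levels plus 3 SD, cut at about 38% in these data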;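 note: cells cotransfected with COUP-TFII expression vector driving the NGFI-A reporter; 0% = median of COUP-TF2 test wells and 100% = reporter-only cells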
TRAIL sens C8 – viability loss with TRAIL in NB7+C8 cells, primary screen, TRAIL sensitizer project, cell-based, ATPlite luminescence | inhibition (viability loss, TRAIL sensitization), % at 10 µM | 360,000 compounds, 1% hits | AID 624354, 2012;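 active = compounds causing at least 50% loss of cell viability in the single-dose screen, relative to plate controls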
SRC3 inh – SRC3 coactivator transcriptional activity inhibitors, primary screen, cell-based, luminescence | Nuclear receptor coactivator 3 (Homo sapiens), Q9Y6Q9 | HEK293 GAL4-SRC3 luciferase reporter | inhibition, % at 3.6 µM | 360,000 compounds, 0.17% hits | AID 588352, 2011;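 active = inhibition above a per-campaign cutoff, the mean of all compounds plus 3 SD, cut at about 60% in these data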;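 note: 0% = DMSO-treated cells and 100% = gossypol-treated cells at 36 µM; higher means less SRC3-driven luciferase light from the GAL4 reporter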
TLR9-MyD88 block – inhibitors of TLR9-MyD88 association in cells, primary screen, cell-based, CHO, BLA complementation, fluorescence; AID 504734, 2011; inhibition, % at 4.98 µM; Toll-like receptor 9 (Homo sapiens) + Myeloid differentiation primary response protein …; 340,000 compounds, 0.21% hits; CCF4 FRET ratio;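 active = inhibition above the mean over all tested compounds plus 3 SD, cut at about 21% in these data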;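 note: 0% = DMSO only wells and 100% = clavulanate BLA inhibitor control wells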
Target sequence (Q99836 whole entry, looked up): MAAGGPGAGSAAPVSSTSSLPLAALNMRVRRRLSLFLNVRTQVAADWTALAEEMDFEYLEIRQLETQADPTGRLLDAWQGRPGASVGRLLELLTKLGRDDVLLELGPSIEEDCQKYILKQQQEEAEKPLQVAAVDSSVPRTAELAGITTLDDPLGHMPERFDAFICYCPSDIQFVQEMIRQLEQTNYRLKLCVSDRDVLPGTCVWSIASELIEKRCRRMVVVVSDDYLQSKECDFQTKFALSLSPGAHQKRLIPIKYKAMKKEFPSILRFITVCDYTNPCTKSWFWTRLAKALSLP
Target sequence (Q9NR96 whole entry, looked up): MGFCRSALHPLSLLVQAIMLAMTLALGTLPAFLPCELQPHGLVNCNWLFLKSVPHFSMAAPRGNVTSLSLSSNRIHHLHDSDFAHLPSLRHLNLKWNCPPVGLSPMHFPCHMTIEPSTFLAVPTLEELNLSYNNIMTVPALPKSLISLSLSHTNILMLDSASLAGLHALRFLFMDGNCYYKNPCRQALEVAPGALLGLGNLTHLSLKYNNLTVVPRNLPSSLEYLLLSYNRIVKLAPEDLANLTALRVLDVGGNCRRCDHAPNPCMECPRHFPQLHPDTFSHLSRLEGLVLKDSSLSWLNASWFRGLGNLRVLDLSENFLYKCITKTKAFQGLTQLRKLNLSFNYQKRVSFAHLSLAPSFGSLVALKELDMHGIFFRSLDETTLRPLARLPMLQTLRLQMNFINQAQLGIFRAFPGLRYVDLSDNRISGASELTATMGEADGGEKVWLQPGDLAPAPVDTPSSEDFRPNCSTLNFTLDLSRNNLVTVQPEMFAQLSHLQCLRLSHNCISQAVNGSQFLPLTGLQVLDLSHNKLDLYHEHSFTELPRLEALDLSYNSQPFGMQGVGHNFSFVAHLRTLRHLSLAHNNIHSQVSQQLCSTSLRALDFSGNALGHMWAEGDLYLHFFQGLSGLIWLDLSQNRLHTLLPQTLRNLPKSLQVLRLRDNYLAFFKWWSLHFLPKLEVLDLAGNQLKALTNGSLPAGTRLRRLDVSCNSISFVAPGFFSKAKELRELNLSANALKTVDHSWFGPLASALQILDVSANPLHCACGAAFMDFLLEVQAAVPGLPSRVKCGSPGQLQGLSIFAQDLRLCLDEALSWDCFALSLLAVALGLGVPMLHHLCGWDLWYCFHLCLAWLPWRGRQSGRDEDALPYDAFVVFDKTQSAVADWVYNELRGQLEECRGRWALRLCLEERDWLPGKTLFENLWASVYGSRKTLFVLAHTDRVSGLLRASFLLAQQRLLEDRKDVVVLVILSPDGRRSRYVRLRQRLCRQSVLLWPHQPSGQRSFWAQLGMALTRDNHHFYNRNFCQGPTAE
NR5A2 inv ag – LRH-1 (NR5A2) inverse agonists, primary screen, cell-based, luminescence, HEK293T, StAR-luciferase reporter | Nuclear receptor subfamily 5 group A member 2 (Homo sapiens), O00482 | LRH-1 transfected, 24 h | inhibition, % at 3.6 µM | 360,000 compounds, 0.13% hits | AID 602396, 2012;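 active = inhibition above the mean inhibition of all tested compounds plus 3 SD, cut at about 73% in these data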;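 note: 0% = DMSO wells and 100% = reporter-only cells lacking LRH-1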
NCOA1 inh – SRC1 coactivator transcriptional activity inhibitors, primary screen, cell-based, luminescence. 360,000 compounds, 0.12% hits. inhibition, % at 3.6 µM. HEK293 GAL4-SRC1 luciferase reporter. Nuclear receptor coactivator 1 (Homo sapiens), Q15788;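 active = inhibition above the campaign mean plus 3 SD, with each screening campaign given its own cutoff, cut at about 60% in these data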;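 note: 0% = DMSO treated cells and 100% = gossypol at 36 µM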
LMP1 NFkB inh – EBV LMP1-driven NF-kappaB luciferase reporter inhibitors, primary screen, cell-based, luminescence, single point; inhibition, % at 12.5 µM; 350,000 compounds, 0.69% hits; LMP1-induced NF-kappaB luciferase reporter cells; in the data active = inhibition above about 41%;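 note: 0% = neutral control wells and 100% = reference inhibitor control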
SRC2 inh – inhibition of GAL4-SRC2 driven luciferase reporter, primary screen, SRC2 inhibitor project, cell-based, luminescence. Nuclear receptor coactivator 2 (Homo sapiens), Q15596. HEK293 GAL4-SRC2 luciferase reporter. inhibition, % at 9 µM. 370,000 compounds, 0.17% hits;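 active = inhibition above the mean inhibition of all tested compounds plus 3 SD, set per campaign, cut at about 52% in these data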;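 note: 0% = DMSO treated cells and 100% = cells given Gossypol at 36 µM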
An asterisk follows results filed as active; · = not tested or not shown.

SMILES	TROY signal inh	TWEAK Fn14 block	NOD2-RIPK2 inh	NR2F2 inh	TRAIL sens C8	SRC3 inh	TLR9-MyD88 block	NR5A2 inv ag	NCOA1 inh	LMP1 NFkB inh	SRC2 inh
CCc1cc(Cn2nc(-c3ccccc3)cc2C(=O)NCc2cccc(Br)c2)on1	9.7	18.1	-3.0	-2.6	8.7	-38.9	-4.6	-5.7	-0.1	3.1	11.4
CC(=O)NC1(C(F)(F)F)C(=O)Nc2c1c(=O)[nH]c(=O)n2-c1ccccc1 (centres undefined)	-1.7	-12.1	-2.8	-31.5	-4.1	17.7	-7.0	5.8	14.8	-6.4	5.7
O=C(c1ccccc1)C1N=NCC1c1ccc(Cl)cc1 (centres undefined)	-13.4	18.2	1.9	-15.7	-10.8	-9.5	6.4	8.4	-3.1	11.9	-3.1
COc1ccc(CCN(Cc2cc3cc(C)cc(C)c3nc2Cl)C(=O)C2CC2)cc1	5.5	10.9	-12.0	6.8	2.9	10.2	4.7	20.6	0.2	7.2	9.8
CC1CC(C)CN(CC(O)COCCOc2ccc(Br)cc2)C1 (centres undefined)	5.3	-23.2	0.7	3.5	6.1	15.4	3.1	9.4	-2.9	-5.9	-11.9
CN1C(=S)SC(/[N+]([O-])=C\c2cccs2)C1(C)C (centres undefined)	-12.8	6.0	4.2	7.3	-5.1	10.6	2.1	15.9	-2.4	-8.5	-5.7
Cc1ccccc1NC(=O)Nc1cnccn1	-6.5	-0.8	-10.5	8.9	8.2	7.8	0.7	17.1	-12.3	7.1	-21.8
COc1cccc(NC(=O)CNC(=O)c2cccs2)c1	-43.6	-2.1	-6.2	-30.4	-0.8	-20.7	3.6	-22.7	-28.5	-7.2	-5.0
O=C(CCN1C(=O)CSc2ccccc21)Nc1ccc(OC(F)(F)F)cc1	-21.2	-13.5	6.7	2.6	3.1	20.4	-2.1	-5.7	-9.0	5.6	-6.8
COc1ccc(C)cc1NC(=O)N1CCCc2ccccc21	70.2*	55.2*	1.3	25.3	-2.0	11.1	-3.0	-0.3	-17.2	-3.9	-15.1
O=C(CSc1ncnc2c1cnn2-c1cccc(Cl)c1)NCC1CCCO1 (centres undefined)	22.7	21.2	-5.8	-4.7	-3.4	-1.1	-0.4	17.9	-4.6	2.5	-3.6
O=C1Nc2ccc(Br)cc2C1(O)Cc1ccncc1 (centres undefined)	0.9	5.8	-5.4	-5.7	-15.8	4.4	-4.9	-2.9	-13.0	0.6	-7.6
O=C(CCS(=O)(=O)c1cc(Br)cc2c1N(C(=O)C1CC1)CC2)NCC1CCCO1 (centres undefined)	-20.8	-6.5	-2.0	-0.2	-3.2	20.4	-5.7	11.5	-26.4	-2.0	-32.1
CCO[C@H]1OC(C(=O)N2CCN(Cc3ccc4c(c3)OCO4)CC2)=C[C@@H](C(C)(C)C)[C@@H]1CCCO	1.9	0.1	-7.8	16.5	6.0	-3.0	1.1	3.7	-24.6	5.4	-7.3
COc1ccccc1N1CC(C(=O)OCC(=O)Nc2c(C)cccc2C)CC1=O (centres undefined)	7.5	-0.8	-8.4	7.6	3.2	-7.3	4.7	5.3	7.3	-2.8	-12.4
Cc1ccc(CCN2CC(C(=O)NCCCOC(C)C)CC2=O)cc1 (centres undefined)	-2.0	-3.7	-10.0	·	-0.8	4.7	-0.3	-17.3	2.4	-3.7	·
CCCCn1c(SCC(=O)c2ccc(OC)cc2OC)nc2cc(S(N)(=O)=O)ccc21	-15.9	3.0	-8.9	8.9	-1.1	-12.6	-1.6	-10.8	-16.6	10.8	-6.9
CN(c1ccccc1C(=O)Nc1ccc(CC#N)cc1)S(=O)(=O)c1ccccc1	8.5	-4.5	-9.8	10.9	1.7	-17.1	-3.2	-4.7	3.2	-2.0	3.0
Oc1ccc(Cl)cc1CNc1cccc2cccnc12	4.2	12.5	1.7	15.4	26.1	1.7	3.6	34.2	3.2	-9.5	7.7
C[C@H](CO)N1C[C@H](C)[C@@H](CN(C)Cc2ccncc2)Oc2ccc(NC(=O)CCCCCC(=O)Nc3ccccc3N)cc2C1=O	1.3	-12.2	3.8	5.7	-24.3	0.0	-6.1	-7.1	-27.9	0.2	-25.6
COc1ccc(C(=O)NCC(c2ccco2)N2CCCC2)cc1S(=O)(=O)N1CCCCC1C (centres undefined)	4.5	10.4	-4.3	8.7	-3.8	5.3	0.6	1.7	-10.9	-3.6	11.0
COc1ccc(S(=O)(=O)N2CCCC(C(=O)N3CCCCCC3)C2)cc1 (centres undefined)	1.6	-2.0	-5.6	·	-4.9	8.1	-4.2	3.5	5.8	-1.1	·
CCOP(=O)(c1ccc(N(C)C)cc1)C(O)c1ccncc1 (centres undefined)	1.6	-21.7	4.3	-16.4	-3.3	11.5	0.0	5.7	-4.6	9.8	6.6
Cc1ccc(S(=O)(=O)Nc2ccccc2N(C)S(=O)(=O)c2ccc(C)cc2)cc1	11.0	16.9	-11.4	-0.2	-13.4	2.7	-10.5	0.3	-8.7	-12.0	-6.9
Cc1ccc([N+](=O)[O-])cc1NC(=O)c1ccoc1C	7.5	11.8	-11.6	-4.9	2.6	0.7	6.1	0.5	-17.8	0.9	-1.4
N#Cc1ccsc1NC(=O)CSc1nnc(NC2CC2)s1	13.8	-37.7	-2.6	6.5	-7.4	10.9	-4.6	-0.4	5.9	-8.1	2.0
Cc1cccc(OCC(=O)O/N=C(\N)c2ccccn2)c1	-62.3	-22.9	-11.8	-38.9	1.1	-51.1	5.8	-96.6	-61.7	-25.4	-74.4
Cc1cc(=O)oc2cc(OCC(=O)N3CCc4ccccc4C3)ccc12	-0.6	-13.5	-6.7	-0.2	1.6	3.5	-3.0	14.8	6.2	-0.7	5.6
OCC[n+]1ccc(/C=C/c2c[nH]c3ccccc23)cc1	5.0	15.6	1.6	28.1	2.5	6.6	11.0	8.2	-33.8	6.2	-26.5
CCOc1ccccc1NC(=O)C1CCCN(c2c(CC)c(C)nc3ncnn23)C1 (centres undefined)	-13.2	45.2	-4.3	-4.1	1.9	-6.3	2.4	12.2	5.3	-3.3	-11.1
CN(C)c1ccc(P(=O)(OCc2ccccc2)C(O)c2cccnc2)cc1 (centres undefined)	-18.4	13.2	-7.0	-1.4	4.9	3.9	-5.4	-6.4	-8.5	-0.3	18.1
C(=Nc1cccc2c(N=Cc3ccco3)cccc12)c1ccco1	19.2	5.2	1.4	·	-2.9	-7.7	0.9	-14.4	-7.3	-0.9	·
Cc1ccc(C)c(S(=O)(=O)N2CCCOC2CNC(=O)C(=O)NCc2ccco2)c1 (centres undefined)	4.7	13.1	-0.8	-8.4	-0.3	7.6	-6.8	10.6	3.2	1.5	7.4
CCCCn1c(=NC(=O)c2ccc3c(c2)OCO3)c(C#N)cc2c(=O)n3cccc(C)c3nc21	8.5	-40.7	-15.3	2.0	3.3	7.5	-4.5	-20.9	-14.0	5.5	-15.5
Cc1ccccc1CN1CCN(C(=O)c2cccc(F)c2)CC1	6.7	-5.1	0.1	-1.3	-7.8	0.3	-15.6	-11.4	-1.9	1.9	-11.5
CCN(CC)C(=O)CSc1nnc(-c2cccnc2)n1CCc1ccccc1	-5.6	8.3	-13.1	23.2	5.5	-30.9	0.1	-8.6	2.0	10.1	-15.2
CC(=O)N/C(=C/c1ccc(OS(=O)(=O)c2ccc(C)cc2)cc1)C(=O)NCCCO	-10.2	-4.5	-14.0	7.9	4.9	11.6	·	12.2	-30.4	·	1.6
O=[N+]([O-])c1ccc(/C=N/n2c(-c3cccnc3)n[nH]c2=S)cc1	-0.9	-3.9	10.4	-1.6	3.4	5.8	6.8	10.3	-1.1	3.0	4.7
CC(c1nc2ccccc2c(=O)[nH]1)N1CCOCC1 (centres undefined)	28.1	1.5	0.3	2.1	-2.7	-4.5	3.8	-6.1	-21.5	-5.3	6.6
O=c1c(Cl)c(NCc2ccccc2Cl)cnn1C12CC3CC(CC(C3)C1)C2	-0.1	-7.6	-9.1	13.6	23.2	7.7	-0.5	1.3	-8.8	1.2	22.2
CC(=O)c1c(C)[nH]c(C(=O)OCC(=O)Nc2c(C)n(C)n(-c3ccccc3)c2=O)c1C	3.4	7.4	1.8	4.5	11.6	14.4	5.5	9.6	2.4	4.7	13.4
CCCCC#Cc1cncc(C(=O)NN)c1	-11.4	-2.9	0.5	12.9	3.5	9.0	-1.9	3.1	-6.3	13.7	16.9
COCCn1c(SCC#N)nnc1-c1ccccc1	2.6	6.9	-3.3	7.0	-22.0	11.7	-0.6	7.0	-18.6	-9.7	-6.3
CN(Cc1ccco1)C(=O)C1CCC(=O)N(CCc2cccc(F)c2)C1 (centres undefined)	-10.8	-3.4	-17.5	-2.8	-6.5	3.5	3.3	12.1	-22.9	1.8	0.0
C/C(=N\NC(=O)c1cc(-c2cccs2)nc2ccccc12)c1ccccn1	-12.0	-64.5	9.7	-3.0	37.5	-6.7	-6.7	20.1	14.4	72.4*	-1.2
O=C(COc1ccc(Br)cc1)N(Cc1ccccc1)c1ccccn1	1.0	9.4	0.5	19.6	-6.1	-7.2	-8.0	11.5	0.1	-2.4	12.1
Cc1ccc(CNc2nc(C)cs2)cc1	-9.4	14.4	-9.7	-41.4	33.3	-98.5	-0.7	-112.5	-75.1	-16.4	-28.3
CN1C[C@H]2CON(C)[C@H]2C[C@H]1c1cccc(N2CCOCC2)c1	-14.9	6.1	10.7	-1.9	-9.7	2.8	-5.8	11.9	-3.8	1.2	-9.6
CC1CCC(NC(=O)CCS(=O)(=O)c2ccc3c(c2)NC(=O)C(C)S3)CC1 (centres undefined)	-8.9	-13.6	-2.9	10.5	6.1	-15.4	-5.7	5.4	10.7	3.6	-26.1
COc1cccc(-c2sc3ccc(OC)cc3c2-c2ccc(OCCN(C)C)cc2)c1	21.9	-39.6	9.8	-13.8	35.4	16.2	-3.5	4.3	-3.7	-34.4	-11.4

Single records, from the list above. Order of screens: TROY signal inh, TWEAK Fn14 block, NOD2-RIPK2 inh, NR2F2 inh, TRAIL sens C8, SRC3 inh, TLR9-MyD88 block, NR5A2 inv ag, NCOA1 inh, LMP1 NFkB inh, SRC2 inh
Listed for Cc1ccc(S(=O)(=O)Nc2ccccc2N(C)S(=O)(=O)c2ccc(C)cc2)cc1 → 11.0, 16.9, -11.4, -0.2, -13.4, 2.7, -10.5, 0.3, -8.7, -12.0, -6.9
Listed for CN(C)c1ccc(P(=O)(OCc2ccccc2)C(O)c2cccnc2)cc1 (centres undefined) → -18.4, 13.2, -7.0, -1.4, 4.9, 3.9, -5.4, -6.4, -8.5, -0.3, 18.1
Listed for CCN(CC)C(=O)CSc1nnc(-c2cccnc2)n1CCc1ccccc1 → -5.6, 8.3, -13.1, 23.2, 5.5, -30.9, 0.1, -8.6, 2.0, 10.1, -15.2

Screens: PubChem BioAssay, several laboratories

Some of the compounds tested; count on the stated rates, not on these rows.
